# Source: PubChem BioAssay
# GPR151 ag: activates the human receptor GPR151; PathHunter beta-arrestin GPR151 cells, luminescence; activation, % at 11.2 µM; 1% of 650,000 active; in the data active = activation above about 4.9%;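 note: 0% = median of compound wells and 100% = cells with positive control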
# Target sequence (Q8TDV0 whole entry, looked up): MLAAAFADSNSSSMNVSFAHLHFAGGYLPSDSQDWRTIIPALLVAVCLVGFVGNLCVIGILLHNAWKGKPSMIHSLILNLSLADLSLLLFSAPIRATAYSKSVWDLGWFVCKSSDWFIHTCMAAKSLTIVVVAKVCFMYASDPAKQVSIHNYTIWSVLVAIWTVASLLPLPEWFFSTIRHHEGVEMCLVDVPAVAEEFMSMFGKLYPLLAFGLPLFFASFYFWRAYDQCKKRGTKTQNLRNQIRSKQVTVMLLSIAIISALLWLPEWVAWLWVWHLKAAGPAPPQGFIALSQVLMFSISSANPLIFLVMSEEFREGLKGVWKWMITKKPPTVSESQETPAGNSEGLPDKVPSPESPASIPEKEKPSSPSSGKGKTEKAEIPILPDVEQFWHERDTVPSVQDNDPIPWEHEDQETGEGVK
# FBW7 activator: activators of human E3 ligase FBW7. Q969H0. AlphaScreen FBW7–phospho-cyclin E peptide binding, activator screen. normalized activity (activation), % at 26.1 µM. 0.13% of 650,000 active; in the data active = normalized activity above about 1.9%;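 note: purified mutant Fbw7 with reduced substrate affinity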
# TEAD-YAP inh: TEAD-YAP interaction inhibition; inhibition, % at 9.12 µM; AID 1259422; 1.4% of 640,000 active; HEK-TIYL cells, TEAD-Gal4/YAP UAS-luciferase luminescence; in the data active = inhibition above about 32%;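 note: 0% = median of test compound wells and 100% = reference inhibitor wells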
# MITF primary: blocks human microphthalmia-associated transcription factor; inhibition, % at 2.6 µM; 0.91% of 650,000 active; O75030; AID 1259374; AlphaScreen MITF homodimerization, bead proximity signal; in the data active = inhibition above about 50%;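 note: 0% = vehicle wells with protein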
# Target sequence (O75030 whole entry, looked up): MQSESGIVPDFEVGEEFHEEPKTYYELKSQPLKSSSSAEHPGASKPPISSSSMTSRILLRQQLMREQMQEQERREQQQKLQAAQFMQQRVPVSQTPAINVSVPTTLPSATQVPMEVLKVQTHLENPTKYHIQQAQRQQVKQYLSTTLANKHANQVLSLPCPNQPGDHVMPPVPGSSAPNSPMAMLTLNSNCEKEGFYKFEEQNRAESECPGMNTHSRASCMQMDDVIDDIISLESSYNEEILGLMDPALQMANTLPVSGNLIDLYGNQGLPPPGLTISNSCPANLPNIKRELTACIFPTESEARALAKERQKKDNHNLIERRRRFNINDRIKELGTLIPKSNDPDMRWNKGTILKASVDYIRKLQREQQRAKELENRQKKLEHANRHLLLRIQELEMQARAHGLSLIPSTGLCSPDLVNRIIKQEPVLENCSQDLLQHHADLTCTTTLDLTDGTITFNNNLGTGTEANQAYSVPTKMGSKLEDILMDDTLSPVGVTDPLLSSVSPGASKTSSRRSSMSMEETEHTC
# * = called active by the depositor; . = not tested or not shown.
structure	GPR151 ag	FBW7 activator	TEAD-YAP inh	MITF primary
CSc1nnc(CCNC(=O)Nc2ccccc2)n1C(C)C	-0.6	-0.1	2	8
CCc1nn(CC(=O)N(CC)CC)c(=O)c2cc3ccsc3n12	-1.0	0.1	-2	5
O=C(c1ccco1)N1CCN(c2ncc(-c3ccc(CO)cc3)n3ccnc23)CC1	0.6	4.8*	39*	5
CC(NC(=O)COc1ccc(C(C)(C)c2ccccc2)cc1)c1ccccc1 (centres undefined)	1.2	0.2	12	5
CCN(CC)c1nc(Cl)nc(Cl)n1	1.2	0.1	9	1
CCOc1ccccc1OCCCNCCO	-0.3	0.0	11	58*
Cc1cccc(C)c1NC(=O)C(=O)NCCc1ccccc1	-0.3	-0.3	-1	-7
COCCCN=c1c([N+](=O)[O-])nn(-c2cccc(C)c2)n1O	-0.3	-0.1	-21	14

# Grouped by structure, the entries above with sulfur.
structure	GPR151 ag	FBW7 activator	TEAD-YAP inh	MITF primary
CSc1nnc(CCNC(=O)Nc2ccccc2)n1C(C)C	-0.6	-0.1	2	8
CCc1nn(CC(=O)N(CC)CC)c(=O)c2cc3ccsc3n12	-1.0	0.1	-2	5

# Additional structures follow.
structure	GPR151 ag	FBW7 activator	TEAD-YAP inh	MITF primary
Cc1ccc(C(=O)Cn2c(C)[n+](C)c3ccccc32)cc1	-0.1	0.1	5	20
COc1ccc(-n2nc3ccc(NC(=O)c4ccco4)cc3n2)cc1	0.5	0.0	-15	14
O=C(Cn1c2ccccc2c(=O)c2cc([N+](=O)[O-])ccc21)Nc1ccc(Oc2ccc(Cl)cc2)cc1	-0.9	0.0	-11	-9
Cc1cc(C)cc(NC(=O)c2cnc3ccc(C)cn3c2=O)c1	-1.1	0.1	6	-3
O=C(O)CSC1=NC2CCCCC2N1 (centres undefined)	0.0	0.2	-6	8
COC(=O)C1C(O)=C(C=NCc2ccccc2)C(=O)CC1(C)C (centres undefined)	0.1	-0.3	-1	-4
Cc1nc2c(C(=O)O)cnn2c(C)c1Cc1cccc(F)c1	-0.2	0.1	-6	33
Cc1occc1-c1nn(CC(=O)N2CCCCC2)c(=O)o1	-0.4	0.0	-4	3
O=C(CC(NCc1ccco1)C(=O)O)Nc1ccc(Oc2ccccc2)cc1 (centres undefined)	1.1	-0.1	-2	6
O=C(Nc1ccc(C(=O)O)cc1)/C(=C\c1ccc([N+](=O)[O-])cc1)NC(=O)c1ccccc1Cl	0.1	0.1	-3	-2
Cc1cc(SCCC#N)nc2ccccc12	-0.4	-0.1	1	-8
CCCNc1ncnc2c1nc(NCCN1CCOCC1)n2C(C)C	0.0	0.1	-13	10
COc1ccc(S(=O)(=O)N2CCCC(N3CCOCC3)C2)cc1OC (centres undefined)	0.3	-0.2	-3	7
COCCn1nnnc1C(c1ccc(C)cc1)N1CCN(c2ccc(F)cc2)CC1 (centres undefined)	-0.3	-0.5	-9	-10
CCOC(=O)c1c(N=CN(C)C)c(C#N)n2c1CCC2	2.7	0.1	-4	12
O=C(CN(Cc1ccc(Br)cc1)S(=O)(=O)c1ccccc1)N1CCN(c2ccc(F)cc2)CC1	0.0	-0.1	5	4

# Entries shown so far containing a furan ring, fused or not, in the order listed:
structure	GPR151 ag	FBW7 activator	TEAD-YAP inh	MITF primary
O=C(c1ccco1)N1CCN(c2ncc(-c3ccc(CO)cc3)n3ccnc23)CC1	0.6	4.8*	39*	5
COc1ccc(-n2nc3ccc(NC(=O)c4ccco4)cc3n2)cc1	0.5	0.0	-15	14
Cc1occc1-c1nn(CC(=O)N2CCCCC2)c(=O)o1	-0.4	0.0	-4	3
O=C(CC(NCc1ccco1)C(=O)O)Nc1ccc(Oc2ccccc2)cc1 (centres undefined)	1.1	-0.1	-2	6

# 2 of the compounds above, with values under each structure.
# Every second line gives: GPR151 ag	FBW7 activator	TEAD-YAP inh	MITF primary
- O=C(CC(NCc1ccco1)C(=O)O)Nc1ccc(Oc2ccccc2)cc1 (centres undefined)
→ 1.1	-0.1	-2	6
- COCCn1nnnc1C(c1ccc(C)cc1)N1CCN(c2ccc(F)cc2)CC1 (centres undefined)
→ -0.3	-0.5	-9	-10

# (more compounds)
structure	GPR151 ag	FBW7 activator	TEAD-YAP inh	MITF primary
COc1cccc(/C=C2/SC(=Nc3ccccc3)N(Cc3ccccc3)C2=O)c1	-1.1	-0.1	-10	5
CCOc1ccc(/C=C2\N=C(c3ccc(OC)cc3Cl)OC2=O)cc1	1.1	-0.1	10	6
CC1=C(C(=O)NCCCN2CCC(N3CCCCC3)CC2)C2(CCCCC2)OC1=O	-1.0	0.0	2	-3
O=C(NN=C1C2CC3CC(C2)CC1C3)c1ccccc1Br	-1.1	-0.2	-25	7
Cc1ccc2oc(-c3ccoc3)cc(=O)c2c1	-4.1	0.0	-45	2
CCn1c(-c2cccnc2)nc2cc(S(=O)(=O)N(C)C)ccc21	0.5	0.1	6	-4
O=C(Oc1cc2oc(=O)c3c(c2cc1Cl)CCC3)C1CCCCC1	0.4	-0.1	-2	-2
CC(C)CC(NC(=O)Cc1cccc(F)c1)c1nc2cccnc2n1C (centres undefined)	2.8	0.0	0	13
COCCOC(=O)c1ccc(NC(=O)/C(C#N)=C/c2ccc(OC)cc2)cc1	-0.4	0.1	9	-1
COc1ccc(-n2nc3c(c2NC(=O)c2ccc([N+](=O)[O-])cc2)CSC3)cc1	0.1	-0.1	-8	-3
CCc1ccc(OCC(=O)Nc2ncn[nH]2)cc1	-0.4	-0.4	-13	-1
CCOc1ccc(C2C(C(=O)OC)=CNC=C2C(=O)OC)cc1	0.1	0.2	-27	-8
C=CCOc1ccc(/C(O)=C2\C(=O)C(=O)N(CCN3CCOCC3)C2c2ccccc2F)c(C)c1 (centres undefined)	0.5	-0.1	-22	0
Cc1ccc(Cn2c(=S)[nH]c3cc4c(cc3c2=O)OCO4)cc1	-0.8	0.1	9	13
O=C(N/N=C/C1CC=CCC1)c1ccc(NS(=O)(=O)c2cccs2)cc1 (centres undefined)	1.0	0.1	-18	5
COCc1nnc(NC(=O)CCCOc2ccc(Cl)cc2Cl)s1	0.0	0.4	7	10
O=C(CSCc1ccccc1Cl)NCc1ccc(F)cc1	-0.2	-0.2	-22	11
CC(=O)c1ccc(N=Cc2nc(-c3cccc4ccccc34)oc2O)cc1	0.4	-0.2	12	-7
CCOc1ccc(-c2nc(-c3ccc([N+](=O)[O-])cc3)no2)cc1	1.0	0.0	5	14
COc1ccc(OC)c2[nH]c(=O)c(CCNC(=O)c3c(F)cccc3F)cc12	-0.7	-0.1	-12	12
O=C1CCC(C(=O)NCc2nnc3n2CCN(CCCc2ccccc2)CC3)N1 (centres undefined)	-0.6	-0.1	1	-10
Cc1ccc(C(=O)CSc2ncnc3sc(C)c(C)c23)cc1	-1.1	0.0	6	1
N#Cc1nc(-c2ccc(Cl)cc2)oc1N1CCOCC1	1.5	0.1	-3	5
COc1ccccc1NC(=O)c1ccc2c(=O)n(-c3ccc(F)cc3)c(=S)[nH]c2c1	0.9	0.0	-7	4
CCN(CC)C(=S)SCC(=O)c1cc(C)n(-c2ccccc2)c1C	-1.3	-0.1	-57	15
N#CCn1c2ccccc2c2nc3ccccc3nc21	-0.7	0.3	-4	5
CCC(=O)N[C@@H]1c2ccccc2C2(CCN(Cc3cccn3-c3ncccn3)CC2)[C@H]1OC	0.3	0.4	0	8
Cc1cc(Oc2ncnc3c2cnn3-c2ccc(Cl)cc2)ccc1[N+](=O)[O-]	-1.5	0.1	3	17
O=C(/C=C/c1ccc(Cl)cc1)Nc1cccnc1	-1.4	-0.1	-86	4
CSCCC(NS(=O)(=O)/C=C/c1ccccc1)C(=O)OCc1ccc(Cl)cc1 (centres undefined)	0.1	0.0	2	3
CC(C)N1C(=O)N(c2ccccc2)C(=O)C1CC(=O)Nc1ccc(F)cc1 (centres undefined)	1.0	-0.2	3	2
COCC1CCCN(c2nc3nonc3nc2N2CCOCC2)C1 (centres undefined)	-1.0	0.0	2	-10
Cc1cccc(Cc2cnc(NC(=O)CCCOc3ccc(Cl)cc3)s2)c1	-0.4	0.3	10	3
Cc1ccc(O[C@@H]2[C@H](O)CO[C@H]2/C=C/C#Cc2ccc(C(C)(C)C)cc2)cc1	0.8	0.0	.	14
O=C(O)c1ccccc1SC1CC(=O)N(c2ccc(F)c(Cl)c2)C1=O (centres undefined)	-0.8	-0.4	3	-19
CC(CCn1cccn1)NC(=O)c1cc(COc2ccc(F)cc2F)on1 (centres undefined)	-1.5	0.3	-5	20
Clc1ccccc1CN1CCN(C2CCCCCC2)CC1	-0.1	0.0	-3	74*
O=C1N=c2ccccc2=C1c1sc2ccccc2c1O	1.5	0.0	-8	4
CCCc1cc(=O)[nH]c(Nc2ccc(O)cc2)n1	1.0	-0.1	8	7
Cc1nc(N2CCC(C)CC2)[nH]c(=O)c1[N+](=O)[O-]	0.5	0.0	5	-7

# Other results:
SMILES,GPR151 ag,FBW7 activator,TEAD-YAP inh,MITF primary
CCC1(CC)NC(=O)N(CC(=O)Nc2ccc(S(=O)(=O)N3CCOCC3)cc2)C1=O,-0.8,-0.1,0,7
CCC(OC(=O)c1ccco1)C(=O)NC1CCCC1 (centres undefined),1.6,1.6,4,21
CCOc1ncccc1C(=O)OCc1ccc(C(=O)OC)o1,-0.9,0.0,-2,-4
COCC(C)NC(=O)c1cc2c(=O)n3cccc(C)c3nc2s1 (centres undefined),0.6,0.4,-12,-21
CN1C(=O)c2ccc(NC(=O)CCn3c(=O)oc4ccccc43)cc2C1=O,-1.7,0.3,-1,15
CC(=O)c1cccc(NC(=O)CSc2ccc(F)cc2)c1,2.0,0.0,-54,15
CN(C1CCCCC1)S(=O)(=O)c1ccc(C(=O)Nc2cccc3c2C(=O)NC3=O)cc1,-0.4,0.0,-3,-10
COc1cc2ccccc2cc1C(=O)Nc1ccc2oc(-c3cccc4ccccc34)nc2c1,-0.2,-0.2,-5,-4
COc1ccc(NC(=O)c2ccc([N+](=O)[O-])cc2C(=O)O)c([N+](=O)[O-])c1,0.3,-0.2,2,6
CC(C)NC(=O)CC1C(=O)NCCN1CC(c1ccccc1)c1ccccc1 (centres undefined),-0.7,-0.1,2,-14
CCSCCOC(=O)C1=C(C)NC2=C(C(=O)CC(C)(C)C2)C1c1cccc(C)c1 (centres undefined),-1.0,0.2,3,-11
COCC(=O)Nc1cnn(-c2cccc(C(=O)N3CCCCC3)c2)c1,0.2,-0.1,-11,4
CC1(C)CC(N2CCCC2)=CC(=[N+]2CCCC2)C1,0.7,0.3,52*,0
CCOc1ccc(NC(=O)c2c(NC(=O)CCC(=O)O)sc3c2CCCC3)cc1,-0.4,-0.3,6,-5
CCOC(=O)N1CCC(N2C(=O)c3ccc(C(=O)Nc4ccccc4CC)cc3C2=O)CC1,-0.5,0.5,-1,3
CC(C)(C)C(=O)Nc1c(C(=O)Nc2ccc3c(c2)OCCO3)oc2ccccc12,1.3,0.6,3,14
O=C(Cc1ccccc1)Nn1c(=S)[nH]c2ccccc2c1=O,-0.7,-0.1,-31,-7
c1ccc(CNc2nc3ccccc3c3nc(-c4cccnc4)nn23)nc1,-0.6,0.0,7,-99
Cc1ccc(-c2cc(-c3ccccc3)nc(N)c2C#N)o1,-1.4,0.2,6,3
O=c1ccc2cc(S(=O)(=O)NCc3ccc4c(c3)OCO4)ccc2o1,-1.7,-0.1,0,-10
CC(C)Cn1c2c(c(=O)[nH]c1=O)C(NC(=O)C1CCCCC1)(C(F)(F)F)C(=O)N2 (centres undefined),-1.0,0.2,6,5
CC(C)(C)NC(=O)NC(=O)COC(=O)c1ccccc1Nc1cccc(C(F)(F)F)c1,0.0,0.2,1,-13
COCCNC(=O)c1csc(Nc2ccc(C)cc2)n1,1.1,0.0,1,5
Cc1cc(-c2cncnc2C2CCN(C(=O)c3ccc4ncccc4c3)CC2)on1,1.8,0.0,9,16
CC1CC(C)CN(S(=O)(=O)c2ccc(C(=O)Nc3nc4ccc([N+](=O)[O-])cc4s3)cc2)C1 (centres undefined),-1.3,0.0,-2,-15
O=C(OCc1ccccc1)/C(=C/c1cccc([N+](=O)[O-])c1)NC(=O)c1ccco1,-0.3,0.0,-5,4
CCC1CCCCN1S(=O)(=O)c1cn(C)c(=O)n(C)c1=O (centres undefined),0.8,0.0,-3,-11
COC(=O)c1ccc(-n2c(=O)c3ccccc3c3ccccc3c2=O)cc1,0.1,0.0,11,7
CS(=O)(=O)c1nc(N=Nc2ccc(O)cc2)n[nH]1,1.6,-0.2,-2,13
COc1ccccc1NC(=O)c1nc(-c2ccncc2)no1,0.5,-0.1,-16,-11
C/C(=N/NC(=O)c1c(N)no[n+]1[O-])c1cccs1,-0.2,-0.5,-11,-3
CCSc1nc2c(c(=O)n1-c1ccccc1)C1(CCCC1)Cc1ccccc1-2,-0.1,-0.1,3,5
CCCCC/C=C\C/C=C\C/C=C\C/C=C\CCCCNC(=O)c1ccc(O)cc1,-0.7,.,.,10
CCCOC(=O)C1=C(C)NC2=C(C(=O)CC(C)(C)C2)C1c1ccc(OC(C)=O)cc1 (centres undefined),-1.3,0.1,6,5
COCc1ccc(CN2Cc3cc(Cl)ccc3OC(C)C2)o1 (centres undefined),1.8,0.3,-1,-5
O=C(/C=C/Nc1ccc(SC(F)F)cc1)C(F)(F)F,0.6,0.1,4,-6
COc1cc([N+](=O)[O-])ccc1N=C1NC(=O)CS1,1.6,0.0,2,10
